CYP2C19 inhib: blocks human cytochrome P450 2C19 | hit rate 21% among 96,000 | CYP2C19 Supersomes, luciferin-H EGE luminescence, 30 min | inhibition, % at 5 µM | P33261;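 active = CYP2C19 inhibition above a set limit at 5 µM in the primary screen, cut at about 50% in these data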;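 also: plate controls were negative control wells for no effect and 2.5 mM tranylcypromine positive control for full effect; values of inactives mirror those of a sister screen read the other way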
Target sequence (P33261 whole entry, looked up): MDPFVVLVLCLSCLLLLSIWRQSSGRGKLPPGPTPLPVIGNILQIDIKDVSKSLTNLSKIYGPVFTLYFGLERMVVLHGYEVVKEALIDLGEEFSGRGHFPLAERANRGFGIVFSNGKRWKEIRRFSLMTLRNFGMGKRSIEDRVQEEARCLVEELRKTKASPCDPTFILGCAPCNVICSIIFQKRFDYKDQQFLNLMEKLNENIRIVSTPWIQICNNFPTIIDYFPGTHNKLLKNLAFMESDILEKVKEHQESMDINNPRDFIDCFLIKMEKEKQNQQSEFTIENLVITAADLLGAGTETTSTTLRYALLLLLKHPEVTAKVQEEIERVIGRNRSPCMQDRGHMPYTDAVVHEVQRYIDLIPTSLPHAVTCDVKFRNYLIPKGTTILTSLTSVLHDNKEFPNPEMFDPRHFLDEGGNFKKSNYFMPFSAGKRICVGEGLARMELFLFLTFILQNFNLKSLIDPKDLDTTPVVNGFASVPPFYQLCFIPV
Pyk2 oligo antag: blocks oligomerization of human Pyk2 in cells. Q14289. Q293 cells, Pyk2 FERM NanoBiT luminescence; stronger effect = lower value. z-score (the deposit names both 25 µM and 10 µM). hit rate 0.83% among 99,000;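 active = Z-score of -3 or lower, scaled per plate to the spread of control and sample wells; inactive = z-score above -3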;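 also: negative z-score means lost luminescence so less FERM oligomerization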
CYP2C19 act: cytochrome P450 2C19 (human) activation; P33261; recombinant CYP2C19, luciferin-H EGE luminescence; stronger effect = higher value; 0 = fully inhibited enzyme, 1 = untreated enzyme; activation factor at 5 µM; 96,000 tested, under 10 active; AID 1025;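 active = activation factor of at least 2 at 5 µM in the primary screen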;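 also: 0 = wells with 2.5 mM tranylcypromine and 1 = vehicle-only wells; values of inactives mirror those of a sister screen read the other way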
EphB4 ephrin blk: antagonists of human EphB4-ephrin-B2 interaction | P54760 | hit rate 0.15% among 97,000 | inhibition, % at 7 µM | EphB4 LBD / TNYL-RAW-Alexa532 peptide, fluorescence polarization;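 active = inhibition above the screen-wide mean inhibition plus 3 SD, cut at about 15% in these data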;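 also: 0% = DMSO wells and 100% = excess unlabeled TNYL-RAW peptide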
CYP2C9 inhib: human CYP2C9 inhibition | AID 777 | P11712 | CYP2C9 Supersomes, luciferin-H conversion, luminescence | hit rate 20% among 96,000 | inhibition, % at 5 µM;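 active = blocking of liver enzyme CYP2C9 beyond about 50% at 5 µM, limit read from the data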; also: values of inactives mirror those of a sister screen read the other way
E coli WT exp: E. coli BW25113 growth inhibition, expanded screen; growth inhibition, % at 100 µM; hit rate 0.15% among 98,000; OD600 absorbance;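 active = growth inhibition above about 50% at one test dose, limit read from the data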;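 also: growth measured after 20 h incubation at 37 °C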
CYP2C9 act: activators of human CYP2C9. P11712. recombinant CYP2C9, luciferin-H conversion, luminescence; stronger effect = higher value; factor 1 = untreated enzyme, 0 = blocked. activation factor at 5 µM. hit rate 1.4% among 96,000. AID 1024;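 active = activation factor of 2 or more for CYP2C9 at a 5 µM dose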;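 also: 0 = sulfaphenazole-blocked wells and 1 = vehicle-only wells; values of inactives mirror those of a sister screen read the other way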
PLAP activator: human PLAP activation; P05187; purified PLAP enzyme, luminescent substrate read-out; stronger effect = higher value; activation fold at 20 µM; hit rate 1.2% among 96,000; AID 696; in the data active = activation fold above about 2
Target sequence (P05187 whole entry, looked up): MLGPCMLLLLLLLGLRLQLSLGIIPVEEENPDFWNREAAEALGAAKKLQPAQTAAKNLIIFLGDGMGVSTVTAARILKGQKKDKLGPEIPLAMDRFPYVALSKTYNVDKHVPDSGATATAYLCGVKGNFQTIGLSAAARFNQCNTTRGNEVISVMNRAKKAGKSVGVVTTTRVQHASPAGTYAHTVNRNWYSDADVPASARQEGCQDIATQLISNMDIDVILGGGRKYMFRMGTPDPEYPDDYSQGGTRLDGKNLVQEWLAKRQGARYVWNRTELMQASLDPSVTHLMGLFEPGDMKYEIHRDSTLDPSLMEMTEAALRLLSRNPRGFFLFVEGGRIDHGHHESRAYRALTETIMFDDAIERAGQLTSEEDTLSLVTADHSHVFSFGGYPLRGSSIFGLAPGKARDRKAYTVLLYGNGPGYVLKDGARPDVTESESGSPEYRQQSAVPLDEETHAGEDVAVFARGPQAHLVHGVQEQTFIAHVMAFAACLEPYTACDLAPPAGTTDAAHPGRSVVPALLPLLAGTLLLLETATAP
PostGolgi yeast: growth inhibition of a yeast mutant, post-Golgi transport screen. post-Golgi transport phenotypic cell assay. inhibition, % at 10 µM. hit rate 0.9% among 98,000; in the data active = inhibition above about 30%;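 also: yeast cells grown in 1536-well plates; yeast grown about 18 h at 30C before absorbance read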
* hit, by the source's call; / = no result given.

SMILES	CYP2C19 inhib	Pyk2 oligo antag	CYP2C19 act	EphB4 ephrin blk	CYP2C9 inhib	E coli WT exp	CYP2C9 act	PLAP activator	PostGolgi yeast
O=C(NCCCN1CCN(c2ccccc2F)CC1)C1CCCN(S(=O)(=O)c2cnc[nH]2)C1 (stereo not drawn)	20	/	0.8	5	34	6	0.7	1.8	-4
O=C(CSc1nnnn1-c1ccc(O)cc1)Nc1ccc(N2CCOCC2)c(Cl)c1	-11	-0.83	1.1	-3	-74	0	1.7	1.2	0
COC(=O)[C@@H](NC(=O)Nc1ccc(OC)cc1)C(C)C	25	0.65	0.8	-10	19	1	0.8	0.9	3
O=C(O)C1C(c2ccccc2)C(C(=O)OCc2ccco2)C1c1ccccc1 (stereo not drawn)	-8	-0.3	1.1	/	-11	/	1.1	1.3	/
Cc1nc(-c2cccc(NS(=O)(=O)c3ccc4ccccc4c3)c2)cs1	32	-0.23	0.7	4	-59	-22	1.6	1.3	8
Cc1ccc(N(CN2C(=O)NC(C)(C)C2=O)CN2C(=O)NC(C)(C)C2=O)cc1	51*	0.38	0.5	/	-3	7	1	1	7
CCOC(=O)CNC(=O)c1cccnc1	-4	-0.58	1	0	10	0	0.9	1.1	7
Cc1cccc(C)c1NC(=O)C(C)c1ccc(-c2ccccc2)c(F)c1 (stereo not drawn)	5	-1.1	0.9	1	82*	-11	0.2	0.9	6
COc1ccccc1-c1cc(C(F)(F)F)n2ncc(S(=O)(=O)c3ccccc3)c2n1	38	-1.8	0.6	4	97*	-9	0	1.3	-5
O=C(NCC1CCCO1)c1cc(-c2ccncc2)nc2ccc(S(=O)(=O)N3CCOCC3)cc12 (stereo not drawn)	72*	-0.2	0.3	0	70*	-11	0.3	1	-8
CCCCNC(=O)CC1C(=O)N(Cc2ccccc2)C(C)c2nc3ccccc3n21 (stereo not drawn)	71*	-0.18	0.3	-1	33	4	0.7	1.3	2
CCOc1ccc2c(c1)sc(=NC(=O)C1CC1)n2C	13	-1.1	0.9	3	7	-1	0.9	1	6
Cc1oc2cc(O)ccc2c(=O)c1Oc1ccccc1	27	0.69	0.7	-3	-100	3	2*	1.1	-7
O=C1C2CCCN2c2ccc(S(=O)(=O)N3CCOCC3)cc2N1Cc1cccc(C(F)(F)F)c1 (stereo not drawn)	3	/	1	-1	18	6	0.8	1.1	3
COc1ccc(CCNC(=O)c2c(-c3ccccc3)noc2C)cc1OC	90*	-0.02	0.1	/	86*	-2	0.1	1.5	5
Cc1ccc(N(Cc2ccc([N+](=O)[O-])cc2)C(=O)c2ccco2)cc1	25	-0.33	0.7	-3	96*	-12	0	1	12
O=c1[nH]c2ccc(Cl)cc2c(-c2ccccc2)c1N1CCN(CCO)CC1	26	-0.63	0.7	-5	13	8	0.9	1.5	1
CCOC(=O)Cc1csc(NC(=O)c2c(-c3ccccc3)noc2C)n1	82*	-0.97	0.2	0	83*	-2	0.2	1	6
CC(CNc1ccc([N+](=O)[O-])cc1)NC(=O)c1ccccc1Br (stereo not drawn)	77*	-0.05	0.2	10	71*	0	0.3	0.5	-4
COc1ccccc1NC(=O)CSc1nnc(Cc2ccccc2)o1	11	0.79	0.9	-9	14	3	0.9	1	-4
Cc1ccc(Cl)cc1N1CCN(C(=O)Cc2c(C(=O)O)[nH]c3ccccc23)CC1	3	-0.08	1	-2	33	3	0.7	1.3	-2
CCOC(=O)C1CCN(Cc2ccccc2C(F)(F)F)CC1	26	-0.01	0.7	/	34	/	0.7	1.8	/
CCOC(=O)c1ccc(N2C(=O)C3ON(c4ccccc4)C(c4ccco4)C3C2=O)cc1 (stereo not drawn)	0	/	1	0	26	-7	0.7	1.5	1
Nc1nc(SCC(=O)Nc2ccccc2Sc2ccccc2)n[nH]1	99*	-1	0	-1	51*	-1	0.5	2.3*	-4
CC(Sc1nnc(-c2cccnc2)n1-c1ccccc1)C(=O)NCc1ccc2c(c1)OCO2 (stereo not drawn)	46	0.62	0.5	5	91*	-2	0.1	0.9	-1
(more compounds)
SMILES	CYP2C19 inhib	Pyk2 oligo antag	CYP2C19 act	EphB4 ephrin blk	CYP2C9 inhib	E coli WT exp	CYP2C9 act	PLAP activator	PostGolgi yeast
CCn1c(SCc2nc3ccccc3[nH]2)nnc1-c1ccc(OC)cc1	82*	0.76	0.2	-8	27	4	0.7	1.6	2
COc1ccc(OC)c(NC(=O)CSC2=C(C#N)C(c3ccco3)C3=C(CCCC3=O)N2)c1 (stereo not drawn)	84*	-2.4	0.2	/	86*	-8	0.1	1.3	1
C[C@H](NC(=O)NCCc1ccccc1)C(=O)O	-17	0.57	1.2	5	2	1	1	1.2	2
COCCOC(=O)C1=C(C)NC2=C(C(=O)CCC2)C1c1cc2c(cc1Br)OCO2 (stereo not drawn)	96*	-0.81	0	-3	79*	-14	0.2	1.4	0
O=C(Nc1ccc(S(=O)(=O)N2CCOCC2)cc1)c1cccs1	15	0.26	0.9	4	9	-8	0.9	1.1	-3
CCOC(=O)C1C(C)=CC(=O)CC1c1ccco1 (stereo not drawn)	32	-0.36	0.7	-3	2	2	1	0.9	2
Cn1cc(C(=O)NC2CCCCC2)c(=O)c2cc(S(=O)(=O)N3CCCC3)ccc21	1	-0.43	1	/	28	-2	0.7	0.8	-2
O=C(NC(Cc1ccc(F)cc1)C(=O)O)c1ccccc1 (stereo not drawn)	10	1.3	0.9	1	-24	1	1.2	1	16
C/C(CC(C)(C)C1CCCCC1)=N\NC(N)=S	93*	1.5	0.1	3	35	-9	0.7	0.8	107*
O=C(NCCCN1CCN(Cc2ccccc2Cl)CC1)Nc1ccccc1	9	0.27	0.9	-1	9	10	0.9	1.9	0
O=C(CSc1nc2ccccc2o1)Nc1cc(C(F)(F)F)ccc1N1CCOCC1	46	-1.2	0.5	0	39	-2	0.6	0.9	-7
c1cncc(-c2nc(NCc3ccco3)c3ccccc3n2)c1	24	-0.08	0.8	2	62*	2	0.4	0.8	-5
COc1ccc2nc(C)cc(Nc3ccc(N4CCOCC4)cc3)c2c1	-12	-0.68	1.1	-6	-10	-12	1.1	0.8	-16
Cc1ccc(NC(=O)COC(=O)C2CC2C)c(S(=O)(=O)N2CCCCC2)c1 (stereo not drawn)	74*	0.48	0.3	-10	51*	-3	0.5	1.5	-4
O=C(CCNc1cc(Cl)cc(Cl)c1)c1ccco1	61*	1.1	0.4	0	46	27	0.5	1	7
COC(=O)c1c(NC(=O)c2ccc(C)c(S(=O)(=O)Nc3ccccc3C)c2)sc2c1CCCC2	2	-1.3	1	-1	59*	-10	0.4	1.5	-4
CCOC(=O)c1c(NC(=O)c2ccccc2)sc2c(O)c(CN(CC)CC)ccc12	14	-0.88	0.9	-5	47	-7	0.5	1.5	9
CS(=O)(=O)N(CC(=O)NC1CCCCC1)Cc1ccc(Cl)cc1	23	1.6	0.8	5	-17	10	1.2	0.8	4
N#Cc1c(Nc2ccccc2)sc(C(=O)c2ccccc2)c1N	14	0.53	0.9	-4	-2	-3	1	0.8	20
O=C(CCc1ccc(S(=O)(=O)N2CCOCC2)cc1)Nc1cc(Cl)ccc1N1CCOCC1	10	2.1	0.9	-3	43	0	0.6	1.4	1
Cc1ccc2oc(-c3ccc(NC(=O)c4ccc5c(c4)OCO5)cc3)nc2c1	/	-0.02	/	1	/	-7	/	/	0
CC(C)OC(=O)COc1ccc(-c2ccccc2)cc1	-7	0.83	1.1	1	-30	-7	1.3	1	-8
CC(=O)c1ccc(OCC(O)CN2CCC(C)CC2)cc1 (stereo not drawn)	12	/	0.9	-12	14	4	0.9	0.9	-8
Cc1oc(-c2ccccc2)cc1C(N)=O	/	-0.12	/	-8	/	8	/	/	18
Cc1sc2nc(C3CC3)nc(SCC(=O)N3CC(=O)Nc4ccccc43)c2c1C	30	-2.5	0.7	-6	66*	-7	0.3	1	5

PLAP activator: hit marks shown above
Molecule | CYP2C19 inhib | Pyk2 oligo antag | CYP2C19 act | EphB4 ephrin blk | CYP2C9 inhib | CYP2C9 act | PLAP activator
Nc1nc(SCC(=O)Nc2ccccc2Sc2ccccc2)n[nH]1 | 99* | -1 | 0 | -1 | 51* | 0.5 | 2.3*

(more compounds)
SMILES	CYP2C19 inhib	Pyk2 oligo antag	CYP2C19 act	EphB4 ephrin blk	CYP2C9 inhib	E coli WT exp	CYP2C9 act	PLAP activator	PostGolgi yeast
CC(C)Oc1c(Cl)cc(CNC(C)(C)CO)cc1Cl	-4	0.57	1	5	-4	2	1	1	0
Cc1ccc(N(CC(=O)NCCSCc2ccco2)S(C)(=O)=O)cc1	27	0.76	0.7	-1	38	2	0.6	0.9	-13
Cc1ccccc1C(=O)N1CCN(c2nc(N3CCOCC3)nc(N3CCOCC3)n2)CC1	-6	0.8	1.1	1	8	8	0.9	1.6	8
Cc1cc(C)cc(NC(=O)Cn2ncn3c(cc4ccccc43)c2=O)c1	6	-1.2	0.9	7	11	-12	0.9	0.9	-4
CCn1c(-c2ccc(C(C)(C)C)cc2)n[nH]c1=S	9	1.1	0.9	-6	7	2	0.9	1.5	20
CCSc1nnc(NC(=O)CSc2nccn2-c2cccc(C)c2)s1	33	-1.2	0.7	5	63*	4	0.4	1.1	1
c1ccc(-c2c[nH]c3[n+]2CCCCC3)cc1	55*	0.91	0.5	-7	-4	10	1	1.1	0
O=C(C1CCN(c2nnc(-n3cccc3)s2)CC1)N1CCN(Cc2ccc3c(c2)OCO3)CC1	25	/	0.8	/	2	-1	1	1.6	6
CCn1c(NCc2cccs2)nc2ccccc21	57*	0.54	0.4	3	-54	7	1.5	1	-4
CCOC(=O)c1ccc(-n2cncn2)nc1	42	0.16	0.6	-5	4	7	1	0.9	0
O=C(NCCc1ccccc1)c1cnc2ccccn2c1=O	55*	0.91	0.5	-8	21	7	0.8	0.9	-5
CC(C)(C)NC(=O)c1ccc(COc2ccccc2Br)o1	44	0.09	0.6	9	10	11	0.9	1	-1
COc1cc(C2C3C(=O)N(Cc4ccccc4)C(=O)C3ON2c2ccccc2)cc(OC)c1OC (stereo not drawn)	57*	-0.07	0.4	0	26	-2	0.7	1.6	-1
CCCCCNC(=O)CC1Nc2c3ccccc3nc(=S)n2C1=O (stereo not drawn)	-3	-0.16	1	-2	-39	-10	1.4	0.8	-8
O=C1CSc2ccc(C(=O)NCCC3=CCCCC3)cc2N1	-2	-0.57	1	-2	-5	-3	1.1	0.8	-3
Cc1cc(C(=O)Nc2ccc3c(c2)OCCO3)co1	-11	-0.35	1.1	1	-3	10	1	1.1	3

An excerpt from above in order of molar mass, lowest first:
SMILES	CYP2C19 inhib	Pyk2 oligo antag	CYP2C19 act	EphB4 ephrin blk	CYP2C9 inhib	E coli WT exp	CYP2C9 act	PLAP activator	PostGolgi yeast
c1ccc(-c2c[nH]c3[n+]2CCCCC3)cc1	55*	0.91	0.5	-7	-4	10	1	1.1	0
CCOC(=O)c1ccc(-n2cncn2)nc1	42	0.16	0.6	-5	4	7	1	0.9	0
CCn1c(NCc2cccs2)nc2ccccc21	57*	0.54	0.4	3	-54	7	1.5	1	-4
CCn1c(-c2ccc(C(C)(C)C)cc2)n[nH]c1=S	9	1.1	0.9	-6	7	2	0.9	1.5	20
CC(C)Oc1c(Cl)cc(CNC(C)(C)CO)cc1Cl	-4	0.57	1	5	-4	2	1	1	0
CCCCCNC(=O)CC1Nc2c3ccccc3nc(=S)n2C1=O (stereo not drawn)	-3	-0.16	1	-2	-39	-10	1.4	0.8	-8
Cc1cc(C)cc(NC(=O)Cn2ncn3c(cc4ccccc43)c2=O)c1	6	-1.2	0.9	7	11	-12	0.9	0.9	-4
CC(C)(C)NC(=O)c1ccc(COc2ccccc2Br)o1	44	0.09	0.6	9	10	11	0.9	1	-1
Cc1ccc(N(CC(=O)NCCSCc2ccco2)S(C)(=O)=O)cc1	27	0.76	0.7	-1	38	2	0.6	0.9	-13
COc1cc(C2C3C(=O)N(Cc4ccccc4)C(=O)C3ON2c2ccccc2)cc(OC)c1OC (stereo not drawn)	57*	-0.07	0.4	0	26	-2	0.7	1.6	-1
O=C(C1CCN(c2nnc(-n3cccc3)s2)CC1)N1CCN(Cc2ccc3c(c2)OCO3)CC1	25	/	0.8	/	2	-1	1	1.6	6
